CHO parental Ca – counter-screen for OX1R antagonists: effect in parental CHO cells; 330,000 tested, 0.63% active; inhibition, % at 5.6 µM; parental CHO-K1, ATP-induced calcium, Fluo-8 fluorescence;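 active means inhibition above that plate's mean sample inhibition plus 3 SD, cut at about 26% in these data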;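 further: 0% = ATP-challenged DMSO wells and 100% = DMSO wells without ATP; some compounds past the cut are filed as inactive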
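test system = CHO parental line | reagent = ATP stimulus | measured by = intracellular calcium via Fluo-8 no-wash fluorescent dye | control set = ATP and no-ATP DMSO wells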
M1 antag – blocks human M1 muscarinic receptor; CHO-K1 hM1, Fluo-8 calcium fluorescence, ACh EC80 antagonist; inhibition, % at 3 µM; 360,000 tested, 1.3% active; P11229;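 active means percent inhibition above its own plate's cutoff, namely the mean of that plate's compound wells plus 3 SD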;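 further: peak over basal fluorescence ratio during 140 s after agonist addition; 0% = ACh EC80 plus DMSO and 100% = DMSO alone without agonist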
Target sequence (P11229 whole entry, looked up): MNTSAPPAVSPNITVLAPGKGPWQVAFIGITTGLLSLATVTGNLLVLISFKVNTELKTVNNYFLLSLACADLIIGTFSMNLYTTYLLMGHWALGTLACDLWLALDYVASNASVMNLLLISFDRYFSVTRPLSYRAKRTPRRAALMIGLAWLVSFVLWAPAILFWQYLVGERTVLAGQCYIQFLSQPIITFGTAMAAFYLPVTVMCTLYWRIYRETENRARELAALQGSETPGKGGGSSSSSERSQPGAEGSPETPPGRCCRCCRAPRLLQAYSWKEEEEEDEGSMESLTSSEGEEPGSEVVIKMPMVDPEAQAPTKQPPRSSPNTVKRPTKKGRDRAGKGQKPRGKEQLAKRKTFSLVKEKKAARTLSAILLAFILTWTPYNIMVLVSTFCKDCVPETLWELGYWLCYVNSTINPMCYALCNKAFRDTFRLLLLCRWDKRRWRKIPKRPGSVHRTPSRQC
TAAR1 antagonist – human TAAR1 antagonism | CHO RD-HGA16 TAAR1, Fluo-8 calcium fluorescence, antagonist | inhibition, % at 3 µM | 360,000 tested, 1.5% active | AID 624466;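 active means inhibition above a per-plate cutoff, the mean inhibition of test compounds on that plate plus 3 SD, cut at about 49% in these data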;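 further: 0% = DMSO plus EC80 beta-PEA response and 100% = DMSO alone without agonist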
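test system = CHO RD-HGA16 cells bearing hTAAR1 | replication = singlicate | controls = DMSO-only wells and EC80 β-PEA-stimulated wells | reagent = EC80 β-phenethylamine stimulus | read-out basis = percent inhibition of PEA-evoked calcium signal, max/basal emission ratio | schedule = seeding 17-24 h prior, 75-min 37 °C, 30-min RT dye loading | signal = kinetic Fluo-8 calcium fluorescence measurement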
CHO-K1 Ca ag – nonselective activator or artifact in parental CHO-K1 cells; activation, % at 3 µM; AID 602248; 360,000 tested, 0.48% active; Fluo-8 calcium fluorescence; scaled to maximal ATP response, vehicle zero; in the data active means activation above about 15%;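 further: untransfected CHO-K1 host cells lacking M1 receptor as counterscreen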
CHO-K1 Ca antag – nonselective inhibitor or artifact in parental CHO-K1 cells; ATP-induced calcium, Fluo-8 fluorescence; inhibition, % at 3 µM; 360,000 tested, 0.6% active;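 active means inhibition above a per-plate cutoff, the plate's mean sample inhibition plus 3 SD, cut at about 24% in these data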;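 further: 0% = DMSO plus EC80 ATP and 100% = DMSO alone without ATP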
TAAR1 agonist – agonists of human TAAR1 | activation, % at 3 µM | Q96RJ0 | 360,000 tested, 0.99% active | CHO RD-HGA16 TAAR1, Fluo-8 calcium fluorescence; vehicle wells 0%, saturating PEA agonist 100%;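 active means activation above the mean activation of all test compounds in the run plus 3 SD, cut at about 38% in these data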
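Signal – calcium-sensitive Fluo-8 signal, excitation 470-495, emission 515-575 nm · System – RD-HGA16 (CHO) cells co-expressing Gα16 and hTAAR1 · Incubation – 17-24 h seeding, 75 min 37 °C dye, 30 min RT · Compound dosing – 3 µM single concentration · Repeats – no replicates (n 1)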
OXTR potentiator – human OXTR potentiation; CHO-OTR cells, Fluo-8 calcium fluorescence, potentiator mode; 0% = oxytocin EC15, 100% = EC100; activation, % at 3 µM; 320,000 tested, 0.061% active; AID 2445;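 active means activation above that plate's cutoff, the mean activation of tested compounds plus 3 SD, cut at about 6.6% in these data, passing the limit was not always enough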;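 further: 100% uses oxytocin at 75 nM as the full agonist control; some results filed as inactive read as strong as hits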
Target sequence (P30559 whole entry, looked up): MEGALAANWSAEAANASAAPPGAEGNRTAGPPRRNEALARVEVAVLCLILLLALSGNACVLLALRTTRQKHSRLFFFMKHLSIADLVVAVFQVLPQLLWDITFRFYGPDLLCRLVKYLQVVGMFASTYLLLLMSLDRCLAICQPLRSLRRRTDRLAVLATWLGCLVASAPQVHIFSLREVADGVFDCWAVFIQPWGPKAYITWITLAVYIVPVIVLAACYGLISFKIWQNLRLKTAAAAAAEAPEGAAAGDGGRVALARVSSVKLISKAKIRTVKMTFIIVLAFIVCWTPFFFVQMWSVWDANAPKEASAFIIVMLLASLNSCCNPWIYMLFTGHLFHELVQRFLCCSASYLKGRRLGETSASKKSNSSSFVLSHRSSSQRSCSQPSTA
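Assay system: CHO cell line stably expressing human OTR | Also added: Oxytocin at about EC15, sub-maximal agonist stimulus | Times: Compound 6 min at room temperature before oxytocin, 100 s read | Measured by: Fluo-8 intracellular calcium fluorescence, ex 470-495, em 515-575 nm | Controls: EC15 oxytocin alone as 0%, 75 nM oxytocin as 100%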
CHO-K1 Ca PAM – nonselective activator or artifact in parental CHO-K1 calcium assay; ATP EC20, Fluo-8 calcium fluorescence; 0% at ATP EC20, 100% at ATP max; activation, % at 3 µM; 360,000 tested, 0.02% active; AID 602247;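 active means activation above the run cutoff, the mean activation of all test compounds plus 3 SD, cut at about 40% in these data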;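 further: peak over basal fluorescence ratio in a 140 s read after ATP addition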
CHRM1 agonist – human M1 muscarinic receptor agonism. P11229. CHO-K1 hM1, Fluo-8 calcium fluorescence, agonist mode; 0% DMSO, 100% acetylcholine EC100. activation, % at 3 µM. 360,000 tested, 0.33% active. AID 588814;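 active means activation above the run's mean compound activation plus 3 SD, cut at about 16% in these data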;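 further: peak over basal fluorescence ratio within a 140 s kinetic read after compound addition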
Active calls of the source: *; nt = no result given.

The first 3 records, ahead of the listing:
SMILES	CHO parental Ca	M1 antag	TAAR1 antagonist	CHO-K1 Ca ag	CHO-K1 Ca antag	TAAR1 agonist	OXTR potentiator	CHO-K1 Ca PAM	CHRM1 agonist
Cc1ccc(S(=O)(=O)N2CCOCC2)cc1NC(=O)CN1C(=O)NC(C)(c2ccc(Cl)cc2Cl)C1=O (stereo not given)	-17	-6	1	0.5	-15	2	-1	8	-5
COc1ccc(C(=O)N=C2SC3CS(=O)(=O)CC3N2Cc2ccc(F)cc2)cc1 (stereo not given)	-25	-8	-6	1.1	-21	18	-11	20	9
C=CCOc1c(Cl)cc(CNCCCN2CCOCC2)cc1OC	-2	-8	-12	1.3	-10	7	-3	5	-9

Main list, from the start:
SMILES	CHO parental Ca	M1 antag	TAAR1 antagonist	CHO-K1 Ca ag	CHO-K1 Ca antag	TAAR1 agonist	OXTR potentiator	CHO-K1 Ca PAM	CHRM1 agonist
Cc1ccc(S(=O)(=O)N2CCOCC2)cc1NC(=O)CN1C(=O)NC(C)(c2ccc(Cl)cc2Cl)C1=O (stereo not given)	-17	-6	1	0.5	-15	2	-1	8	-5
COc1ccc(C(=O)N=C2SC3CS(=O)(=O)CC3N2Cc2ccc(F)cc2)cc1 (stereo not given)	-25	-8	-6	1.1	-21	18	-11	20	9
C=CCOc1c(Cl)cc(CNCCCN2CCOCC2)cc1OC	-2	-8	-12	1.3	-10	7	-3	5	-9
CCc1ccc(CNCc2ccc(F)cc2)cc1	-7	-6	5	4.5	-17	15	-3	30	-10
COc1ccc(NC(=O)c2ccc(=O)[nH]c2)cc1S(=O)(=O)N1CCCCC1	-1	nt	-13	nt	nt	1	-6	nt	nt
O=C(Nc1ncnc2sc3c(c12)CCCC3)c1ccncc1	-19	-10	-6	0.2	-7	0	-6	13	-6
Cc1ccc(S(=O)(=O)NC2CCOC(C)(C)C2)cc1 (stereo not given)	5	4	0	0.5	1	10	-12	3	-2
COC(=O)CC/C(O)=C1/C(=N)CC(C)(C)CC1=O	-8	5	8	0.2	-9	6	6	23	-3
COc1cc(OC)cc(C(=O)NNC(=O)c2ccc(S(=O)(=O)N3CC(C)OC(C)C3)cc2)c1 (stereo not given)	7	-1	-22	3.1	2	2	-6	11	-5
CC1CCN(C(=O)CCCOc2ccc(Cl)cc2)CC1	-24	-3	11	0.6	-4	10	-11	13	-6
CCOc1ccc(NC(=O)COc2ccc(C(=O)NCc3cccnc3)cc2OC)cc1	-15	-18	-10	-0.2	18	5	-3	-22	-1
COCCNC(=O)C1CC2Cn3c(nc4ccccc43)C2N1C (stereo not given)	-4	-4	5	0.1	-3	2	-8	6	-6
COc1ccc(N2C(=O)CC(NNc3nc4ccccc4s3)C2=O)cc1 (stereo not given)	-2	0	-2	2.0	-8	3	-7	17	-4
Fc1ccc(-c2cc(C(F)(F)F)nc(NCc3cccs3)n2)cc1	-53	-8	2	0.6	-18	12	-12	30	-9
COc1ccccc1NS(=O)(=O)c1cccc(C(=O)N/N=C(/C)c2ccc(-n3ccnc3)cc2)c1	nt	-13	18	0.4	-12	4	nt	25	-3
Brc1ccc([C@H]2CN3CCSC3=N2)cc1	-21	-9	-5	0.9	-6	1	-3	17	-6
CC(=O)c1ccc(Nc2nc(C(N)CCc3ccccc3)cs2)cc1 (stereo not given)	nt	10	5	3.2	-6	21	nt	19	3
C=CCc1ccc(O)c(-c2cc(CC=C)ccc2O)c1	40*	-9	28	0.2	7	-1	-8	-10	-5
CCN1C(=O)[C@H]2[C@@H](c3ccc(C)cc3)N3C(=O)N(c4cccc(F)c4)C(=O)[C@@]3(CC)[C@H]2C1=O	-21	4	8	0.0	-5	9	6	-12	-4
Cc1nc2ncccn2c1-c1csc(NCc2ccco2)n1	-2	11	-14	-0.1	11	19	-13	-3	2
CCn1cc(C(=O)N2CCN(c3ccccn3)CC2)c(=O)c2cc(S(=O)(=O)N3CCC(C)CC3)ccc21	-10	7	1	0.0	-6	8	-9	-4	-6
Brc1cc(Br)c2ncnc(N3CCCCC3)c2c1	-9	-10	-24	0.3	0	12	0	19	-5
CCc1ccc(NC(=O)CSc2n[nH]c(=O)n2C2CC2)cc1	nt	-5	-5	0.5	5	1	nt	-2	-7
CN(CCO)c1ccc(/C=N/Nc2nncc3ccccc23)cc1	0	-15	7	1.2	-15	6	-15	16	-7
COc1cc(C2C(C#N)=C(N)Oc3n[nH]c(-c4ccccn4)c32)cc(OC)c1OC (stereo not given)	4	5	-5	0.5	-4	7	3	17	-5
O=C(CSc1nccc(=O)[nH]1)Nc1ccc(F)c([N+](=O)[O-])c1	4	-4	9	0.1	-5	9	3	23	-7
O=C(NCc1ccco1)c1nnc(Cc2ccc(F)cc2)o1	-1	-7	-29	-0.2	-1	0	-4	9	-2
Cc1cc(C(=O)Nc2c(C)cccc2C)n(-c2ccccc2)n1	-2	4	-16	-0.3	2	1	-3	6	-1
O=C(CN1C(=O)C2(OCCO2)c2ccccc21)c1ccc(Br)cc1	-28	-1	nt	0.2	-12	nt	-3	9	-3
COc1cccc(Cn2cnc(-c3ccccc3OC)c2-c2ccco2)c1	nt	nt	-13	3.4	-8	0	nt	9	nt
CC(C)C[C@H](NC(=O)c1ccc(OC2CCN(C(=O)C3CC3)CC2)cc1)C(N)=O	-1	11	-9	1.1	4	0	1	6	-2
O=C(COC(=O)c1cnc(Cl)c(Cl)c1)c1ccc(F)cc1	-23	7	28	8.2	5	26	-2	1	-6
COc1cc(NC(=S)NCCO)c(OC)cc1Cl	-3	2	-10	6.9	2	1	-7	14	-3
CCN1CCN(C(=O)C2CCC(CNS(=O)(=O)c3ccc(NC(C)=O)cc3)CC2)CC1 (stereo not given)	1	-5	-22	0.3	-15	4	-1	9	-6
COc1ccc(Br)cc1CNC(=O)Cn1nc(C)n2cccc2c1=O	-20	-12	-20	0.0	-23	22	-6	21	-3
COc1ccc(O)c(/C=N/NC(=O)c2ccc(N3CCCC3=O)cc2)c1	5	-9	0	1.2	-8	1	-3	4	-1
Cc1ccc(S(=O)(=O)/N=C(\c2ccc(F)cc2)n2c(C)nc3ccccc32)cc1	-5	2	-15	-0.1	-18	5	-13	9	1
O=C(CCN1C(=O)C2CCCCC2C1=O)Nc1nc2ccc(F)cc2s1 (stereo not given)	-22	0	3	0.2	-8	5	-6	-11	-4
O=C1c2ccccc2NC(c2ccc(-c3cccc(F)c3)o2)N1O (stereo not given)	-12	4	1	0.4	4	5	-5	-15	-5
CC(C)(C)OC(=O)NCCCCCc1nnc(SCC(N)=O)o1	-23	-7	-2	-0.1	-2	14	-8	15	-3
Cc1ccc2c(c1)N(C(=O)CSc1nncn1C)C(C)(C)c1ssc(=S)c1-2	-31	41*	-26	-0.4	-5	1	-3	10	-6
Cc1ccc(/C=N/NC(=O)c2cccc([N+](=O)[O-])c2)o1	-1	-2	2	0.5	-7	1	0	22	-7
O=C(Cc1ccc(Cl)cc1)NCCS(=O)(=O)N1CCN(c2ccccc2F)CC1	-30	-11	17	1.2	-5	0	-15	-25	-1
CCOC(=O)c1cc2c(s1)-c1c(C)cccc1OC2	-23	-3	-36	0.7	0	-2	-5	17	-6
COC(=O)c1[nH]c(=O)c2ccccc2c1OCc1ccccc1	-12	-7	8	1.2	-1	3	-10	15	-3
COc1ccc(-c2cc(C(F)F)n3ncc(C(=O)N4CCN(C)CC4)c3n2)cc1	-20	-11	2	-0.6	-10	9	-5	13	-4
CCN(CC)c1ccc(/C=N/NS(=O)(=O)c2cccc([N+](=O)[O-])c2)cc1	-9	-3	-25	0.3	-14	0	-7	15	-8
O=C(COC(=O)c1nc(Cl)ccc1Cl)Nc1ccc2c(c1)OCO2	-1	-14	-3	-0.2	5	-1	0	13	-7
CC[C@]12c3[nH]c4ccccc4c3CCN1C(=O)C(CC(=O)NCCc1ccccn1)C[C@@H]2C(=O)N1CCN(C(=O)c2ccco2)CC1 (stereo not given in full)	-11	-23	-16	-0.2	-12	3	-10	14	-3
CC(=O)Nc1ccc(C(=O)CSc2nc3ccccc3n2CC(=O)N2CCCC2)cc1	-11	-12	0	0.0	-2	1	0	9	-5
O=C(CSc1nc2ccccc2c(=O)n1NC(=O)Cc1ccccc1)NCc1ccco1	-13	-6	2	0.7	-5	8	1	11	-5
Cc1cccc(C)c1NC(=O)c1csc([C@H]2C[C@H](O)[C@@H](CO)O2)n1	nt	-4	-21	0.3	-11	3	nt	13	-2
Cc1cccc(C(=O)NCCNC(=O)c2ccco2)c1	-1	4	0	-0.2	-11	4	0	20	-3
Cc1ccc2nc(SCc3nc4c(cnn4-c4ccccc4)c(=O)[nH]3)[nH]c2c1	39*	26	44	11	27*	13	-22	0	12
Cc1ccc(C)c(OCC(=O)Nc2cc(C(=O)O)cc(C(=O)O)c2)c1	-11	-5	-10	0.1	-2	4	-11	11	-3
CCn1c(=O)c([N+](=O)[O-])c(NCCCn2ccnc2)c2ccccc21	-13	-15	-44	4.2	-3	8	2	7	-5
COc1ccc(CNC(=O)CCS(=O)(=O)c2ccc3nc(C)sc3c2)cc1	nt	0	-19	-0.3	1	1	nt	4	-4
CN(C(=O)c1ccc(NC(=O)Cc2ccc(NC(=O)C3CCN(C(=O)CCc4ccccc4)CC3)cc2)cc1)C1CC1	-9	-8	-3	0.0	-15	5	-1	2	-8
CC(=O)Nc1ccc(C(=O)N2CCCC(c3cc(C(=O)NCc4ccc(F)cc4)no3)C2)cc1 (stereo not given)	nt	-11	-2	0.4	-5	3	nt	8	3
C/C(=N\N=C1/NC(=O)C(C)S1)c1ccco1 (stereo not given)	0	-6	-11	1.1	-16	0	6	-7	0

Next entries:
SMILES	CHO parental Ca	M1 antag	TAAR1 antagonist	CHO-K1 Ca ag	CHO-K1 Ca antag	TAAR1 agonist	OXTR potentiator	CHO-K1 Ca PAM	CHRM1 agonist
COc1ccc([C@H]2C[C@@H](n3cc(C4CC4)nn3)[C@H](O)CN2CC2CCCCC2)cc1	nt	-4	-6	0.4	-12	-2	nt	-1	-2
CCn1c(Cc2ccc(OC)cc2)nc2ccccc21	-11	-11	0	-0.2	2	1	-11	-9	-3
CCc1cccc(C)c1NS(=O)(=O)c1cccs1	-12	-14	-28	-1.2	-14	-3	7	21	-6
CCCNC(=O)c1ccc(SC)cc1OC	-4	0	7	-0.7	-14	3	-13	-10	-4
COc1cc(NC(=O)C/C(C)=N/NC(=O)C2CCCCC2)c(OC)cc1Cl	-7	-6	3	0.3	-12	-1	-8	9	-4
Cc1noc(C)c1C(=O)OCC(=O)Nc1ncc(C(F)(F)F)cc1Cl	-14	-10	7	0.7	-17	-3	0	15	-3
CCCC(=O)N1CCC1(C)C(=O)NS(=O)(=O)c1ccccc1 (stereo not given)	nt	-24	-6	0.7	-4	2	nt	24	-2
